Screening data as filed in PubChem.
Yeast growth tox = Compounds toxic to wild-type S. cerevisiae growth; A595 turbidity, 16 h; growth inhibition, % at 25 µM (by protocol); 30,000 tested, 0.3% active; AID 685;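 active = mutant and wild-type yeast strains alike exhibit over 30% growth inhibition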;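 also: 0% = untreated cell controls and 100% = YPD media blanks without cells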
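Schedule: 16 h growth with compound, 30 °C. System: yeast, wild-type or eIF2Bepsilon-R284H mutant. Doses: one dose, 25 µM compound[…]. Buffer or medium: YPD. Signal: turbidity measured as absorbance at 595 nm. Read-out basis: growth inhibition (%) versus cell controls and blanks.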
Yeast eIF2B = modulators of yeast eIF2B activity | S. cerevisiae eIF2B-epsilon R284H, GCN4-lacZ luminescence | inhibition, % at 25 µM (by protocol) | 27,000 tested, 0.91% active | AID 688;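 active = mutant luminescence inhibited past about 50% while wild type luminescence and mutant growth stay under set limits, limit read from the data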; also: some compounds called inactive have numbers as strong as hits
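Material: yeast eIF2B-epsilon R284H mutant carrying GCN4–beta-galactosidase fusion. Medium: YPD yeast growth medium. Incubation: 16 h growth with compound at 30 °C, 90 min Beta-Glo step. Signal: Beta-Glo luminescence plus absorbance at 595 nm. Evaluation: % inhibition of reporter signal and growth versus controls. Doses: 25 µM single dose.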
Yeast growth tox inhibition % = further read-out of Yeast growth tox, marked with its call; growth inhibition, %; S. cerevisiae eIF2Bepsilon-R284H mutant growth, A595 turbidity, 16 h;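 each compound tested once at 25 µM; 0% equals untreated cells and 100% equals cell-free medium blanks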
Yeast eIF2B mutant toxicity = recorded beside Yeast eIF2B, whose call it bears; growth inhibition, %; measured here: mutant yeast growth, toxicity;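 each compound tested once at 25 µM; zero equals untreated control growth and 100 equals blank medium absorbance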
Numbers without * were called inactive; . = not tested or not shown. Only part of the results is shown, so the mix of outcomes need not match the whole.

SMILES	Yeast growth tox	Yeast growth tox inhibition %	Yeast eIF2B	Yeast eIF2B mutant toxicity
COc1ccc(-c2cc(C(=O)NCCN3CCOCC3)c3ccccc3n2)cc1	-16	5	22	5
CC1CC2(C)Oc3ccccc3C3OCC1(CO)C(C)C32 (configuration not stated)	14	4	28	4
Cc1ccc(/C(C#N)=C\c2cn(C)c3ccccc23)cc1	.	.	37	.
COc1ccc(Nc2nc(=O)[nH]nc2C)cc1	38	21	26	21
CCN(CC)S(=O)(=O)c1cccc(-c2nnc(SCCOc3ccccc3)o2)c1	1	6	19	6
Clc1cccc(CSc2ncn(-c3ccccc3)n2)c1	.	.	9	.
Cc1ccc(-c2noc(CN3CCOCC3)n2)cc1	-9	-8	34	-8
CC(C)(C)C(=O)N(Cc1nc2ccccc2c(=O)[nH]1)Cc1cccs1	-2	-12	2	-12
CC(C)Oc1ccc(C(CC(=O)O)NC(=O)CSc2ncn[nH]2)cc1 (configuration not stated)	7	0	15	.
CCN(CC)C(=O)c1cn(CC)c(=O)c2cc(OC)c(OC)cc12	10	0	19	.
O=C(Nc1ccncc1)c1ccc2c(c1)C(=O)N(C1CCCCC1)C2=O	2	25	15	25
COc1ccccc1NC(=O)Cn1c(CN2CCCCC2)nc2ccccc2c1=O	.	.	-5	.
Cc1ccc(NC2CC(=O)N(c3ccc(N4CCCCC4)cc3)C2=O)cc1 (configuration not stated)	-5	5	23	5
Cc1cc(O)ccc1-c1cnc2ccccc2n1	8	-3	33	-3
O=C(CC1Sc2ccccc2NC1=O)Nc1cccc(-c2nnc3n2CCCCC3)c1 (configuration not stated)	-3	-14	27	-14
Cc1ccc(-n2cnc3scc(-c4cccs4)c3c2=O)cc1	-10	-9	25	-9
Cc1ccc(CNC(=O)COc2ccc(S(=O)(=O)NC(C)C)cc2)cc1	20	12	.	.
C=CCN1C(=O)C2C(C(=O)NC)C3C=CC2(O3)C1C(=O)NCc1ccc(OC)cc1 (configuration not stated)	.	.	3	.
Cn1c(Cc2cccc3ccccc23)nnc1SCC(=O)N1CCN(c2cccc(Cl)c2)CC1	15	3	16	3
CCOC(=O)N1CCN(C(=O)c2cc(-c3ccc(OCC)cc3)nc3ccccc23)CC1	-4	24	-16	24
COc1ccc2c(Cl)c(C(=O)NCCCn3ccnc3)sc2c1	-10	-4	19	-4
CN1CN(C)c2cccc3cccc1c23	-17	-4	29	-4
CCOC(=O)c1cnc(SC)nc1Sc1ccc(Cl)cc1Cl	-3	5	22	5
Cc1cc(=O)[nH]c(SCc2cccc(F)c2)n1	11	0	14	.
COc1ccccc1-c1cc(C(=O)NCc2ccco2)no1	-4	0	-26	.
CCOC(=O)C(Sc1nnc2c3ccccc3n(CC)c2n1)C(=O)OCC	3	-16	.	.
Cc1cc(C)c(NC(=O)CN2C(=O)NC3(CCCCC3)C2=O)c(C)c1	1	6	1	6
COc1ccc(C2N3CC4(C)CN2CC(C)(C3)C4O)cc1OC (configuration not stated)	-8	7	20	7
O=C(CSc1nc2scc(-c3ccco3)c2c(=O)n1-c1ccccc1)NCC1CCCO1 (configuration not stated)	-1	-7	-8	-7
COc1ccc(C2(C(=O)N3CCOCC3)CCCC2)cc1	0	-19	10	-19
COc1cc(OC)c(NC(=O)CCc2nc(-c3ccc(C)cc3)no2)cc1Cl	-2	-19	23	-19
COc1cccc(-c2csc3nc[nH]c(=O)c23)c1	12	3	-11	3
CCN1c2ccccc2-c2nc3ccccc3n2C1c1ccco1 (configuration not stated)	-10	0	27	.
CCn1c(=O)n(CC(=O)N(C)Cc2ccccc2)c(=O)c2ccccc21	11	21	8	21
N#CC1=C(N)OC2=C(C(=O)CCC2)C1Cc1ccccc1 (configuration not stated)	9	17	16	17
O=C1NCCN1CCNS(=O)(=O)c1ccc(F)cc1	15	6	23	6
Cc1ccc(S(=O)(=O)NC(CC(C)C)C(=O)Nc2nccs2)cc1 (configuration not stated)	34	11	18	11
C=CCn1c(-c2ccccc2)nc2nc3ccccc3nc21	16	12	20	12
COc1ccc(NC(=O)c2ccc(COc3ccccc3OC)o2)cc1OC	7	14	21	14
O=C(COc1ccc(Cl)cc1Br)N1CCN(c2ccccc2)CC1	2	-16	21	-16
CC(C)=CCSc1nnc([C@@H](NC(=O)OC(C)(C)C)C(C)C)o1	10	17	5	17
Cc1nc2ncnn2c(C)c1CCC(=O)NCc1ccc2c(c1)OCO2	12	11	19	11
N#Cc1c(C#N)c(-c2ccccc2)n(-c2ccc(C(=O)O)cc2)c1N	-3	0	9	.
CCn1c(SCC(=O)NC(C)C)nnc1-c1cccs1	15	-2	.	.
CCOc1ccc(N2C(=O)C(Cl)=C(Nc3ccccc3O)C2=O)cc1	31	19	26	19
COc1cccc(CNc2ccc(S(N)(=O)=O)cc2)c1OC	-5	5	-5	5
Cc1ccccc1NC(=O)Cn1cccc1	.	.	31	.
COc1ccccc1NC(=S)NNC(=O)c1ccccc1	-8	-12	58*	.
CN(Cc1ccccc1)C(=O)COc1cc(=O)n(C)c2ccccc12	15	0	14	.
Cc1cccc(N2CCN(S(=O)(=O)c3ccc4c(c3)CCC(=O)N4)CC2C)c1 (configuration not stated)	-37	-21	41	-21
CN(Cc1c(F)cccc1Cl)c1nnnn1-c1ccccc1	10	-4	11	-4
O=C(Cc1cccc2ccccc12)NCC1CCCO1 (configuration not stated)	12	-19	24	-19
O=C(NC1CCCCC1)C1CCN(S(=O)(=O)c2cccs2)CC1	-4	-45	23	-45
O=C(Nc1nc(-c2ccc(Cl)s2)cs1)c1ccccc1	20	39	11	39
O=S(=O)(O)c1nc2ccccc2n1Cc1ccc(Cl)cc1	12	16	-13	16
COc1ccccc1N1C(=O)N(C(C)=O)C2C1Nc1ccccc1N2C (configuration not stated)	8	0	16	.
O=c1c(Sc2ccccc2)c(C(F)(F)F)[nH]n1-c1ccccc1	9	13	16	13
CS(=O)(=O)N(Cc1ccc(F)cc1)Cc1nc2ccccc2c(=O)[nH]1	15	5	15	5
O=C(O)c1cccc(CSc2nnc(COc3ccccc3)o2)c1	-15	-4	-38	-4
COCCn1c(=S)[nH]c2cc(C(=O)NCCCN3CCOCC3)ccc2c1=O	-7	0	29	.

Reformatted in markdown: entries from further up.
| compound | Yeast growth tox | Yeast growth tox inhibition % | Yeast eIF2B | Yeast eIF2B mutant toxicity |
| --- | --- | --- | --- | --- |
| O=C(NC1CCCCC1)C1CCN(S(=O)(=O)c2cccs2)CC1 | -4 | -45 | 23 | -45 |
| O=C(Nc1nc(-c2ccc(Cl)s2)cs1)c1ccccc1 | 20 | 39 | 11 | 39 |
| O=S(=O)(O)c1nc2ccccc2n1Cc1ccc(Cl)cc1 | 12 | 16 | -13 | 16 |
| COc1ccccc1N1C(=O)N(C(C)=O)C2C1Nc1ccccc1N2C (configuration not stated) | 8 | 0 | 16 | . |

(list continues)
SMILES	Yeast growth tox	Yeast growth tox inhibition %	Yeast eIF2B	Yeast eIF2B mutant toxicity
CCOC(=O)c1ccc(N2C(=O)C(O)=C(C(C)=O)C2c2ccccc2)cc1 (configuration not stated)	.	.	14	.
O=c1ccccn1Cc1c(F)cccc1Cl	-2	6	.	.
CCOC(=O)N1CCC(Nc2c(Nc3ccc(C)c(C)c3)c(=O)c2=O)CC1	.	.	2	.
COc1ccc(-n2nnc3c(SCC(=O)OCc4ccccc4)ncnc32)cc1	-14	-12	10	-12
COc1ccc2[nH]c(C)cc(=O)c2c1	-4	7	27	7
COc1ccc(CCNS(=O)(=O)c2cccc(C)c2)cc1OC	27	-12	19	-12
CCCC(=O)Nc1c(-c2ccc(OC)cc2)c(=O)c2ccccc2n1C	-2	13	.	.
CCn1nc(C)c(NC(=O)CCSc2nc(-c3ccco3)cc(C(F)(F)F)n2)c1C	-9	-32	-1	-32
CCCCCNC(=O)C(C)Sc1ccc(Cl)cc1 (configuration not stated)	16	23	23	23
C=CCOc1ccccc1/C=c1\sc2nc(=O)c(C)nn2c1=O	-6	11	7	11
Cn1c(CSCc2ccc(Cl)c(Cl)c2)nnc1SCC(=O)Nc1nccs1	-27	-2	-4	-2
O=C1CC(C(=O)N2CCOCC2)C2(CCCCC2)O1 (configuration not stated)	20	18	.	.
O=C(NCCCN1CCCC1=O)c1ccccc1NS(=O)(=O)c1ccc(F)cc1	4	-15	.	.
COc1ccc(/C=C/C(=O)NCC(=O)N/N=C/c2cc(Br)ccc2OCc2ccccc2)cc1	-3	-5	.	.
O=c1c(-c2cccc3ccccc23)[n+]([O-])c2ccccc2n1O	8	9	.	.
CCOc1cc2[nH]c(=O)n(CCC(=O)NCCc3ccccc3)c(=O)c2cc1OCC	-21	-35	46	-35
C=CCn1c(=O)c(C(=O)Nc2ccccc2OC)c(O)c2ccccc21	-8	-5	21	-5
Cc1onc(-c2ccccc2Cl)c1C(=O)Nc1ccccc1N1CCOCC1	16	9	.	.
Cc1ccc(S(=O)(=O)NC(C)(C)CSc2nncn2C)cc1	18	8	.	.
CCN(CC)CCn1c(=S)[nH]c2ncccc2c1=O	12	5	.	.
Cc1ccc(SC(C)c2nc(-c3cccnc3)no2)cc1 (configuration not stated)	20	6	13	6
Cn1c(SC2CCCCC2=O)nnc1-c1ccncc1 (configuration not stated)	2	9	.	.
Nc1c(-c2ccccc2)cnn1C1CCS(=O)(=O)C1 (configuration not stated)	13	14	9	14
O=C1c2ccccc2C(=O)N1CCc1nc(-c2ccc(Cl)cc2)no1	29	19	11	19

Look-ups from the list:
Entry of Cc1cc(C)c(NC(=O)CN2C(=O)NC3(CCCCC3)C2=O)c(C)c1 under Yeast growth tox inhibition %: 6
Entry of N#CC1=C(N)OC2=C(C(=O)CCC2)C1Cc1ccccc1 (configuration not stated) under Yeast eIF2B: 16
Entry of CCN(CC)C(=O)c1cn(CC)c(=O)c2cc(OC)c(OC)cc12 under Yeast growth tox inhibition %: 0
Entry of Cc1ccc(S(=O)(=O)NC(C)(C)CSc2nncn2C)cc1 under Yeast growth tox: 18

Next part
SMILES	Yeast growth tox	Yeast growth tox inhibition %	Yeast eIF2B	Yeast eIF2B mutant toxicity
Brc1cccc(-c2nnc3n2CCCCC3)c1	-17	-5	1	-5
CCN(CC)C(=O)c1ccc(COc2ccccc2Br)o1	-2	14	9	14
O=C(NCc1ccc2c(c1)OCO2)C1CC(=O)N(c2ccc(F)cc2)C1 (configuration not stated)	40	7	-15	7
CCOc1ccc(-n2c(Cc3cc(=O)[nH]c(=O)[nH]3)nnc2SCC(N)=O)cc1	12	10	-13	10
CCOC(=O)Nc1ccc2c(c1)Nc1ccccc1S2	5	10	-18	10
CNC(=O)NC(=O)CSc1nnc(-c2ccco2)n1Cc1ccccc1	-1	5	-32	5
COc1ccc(NC(=O)c2oc3ccccc3c2NC(=O)c2ccco2)c(OC)c1	7	-15	24	-15
O=c1c2ccccc2nnn1CSc1nnc(C2COc3ccccc3O2)n1-c1ccccc1 (configuration not stated)	27	-8	10	-8
CC(C)(C)C(=O)/C=C/Nc1ccccc1O	19	-10	14	-10
CCN(CC)CCNC(=O)Cn1c(-c2ccccn2)nc2ccccc21	-5	-12	14	-12
CC(C)OC(=O)CC(=O)CSc1nc2c(cc1C#N)CCCCC2	3	-27	18	-27
CC12CC(c3ccccc3O1)C(C(=O)N1CCOCC1)C(=O)N2 (configuration not stated)	9	10	20	10
CCCCOc1ccc(NC(=O)C2CC=CCC2C(=O)O)cc1 (configuration not stated)	6	4	-4	4
COc1ccc(C2C(C#N)=C(C)NC3=C2C(=O)c2ccccc23)cc1 (configuration not stated)	-13	-11	8	-11
Cc1ccc2[nH]cc(C(=O)CN3CCN(c4ccccn4)CC3)c2c1	0	13	10	13

Rewritten with values under each structure: entries from further up.
Each structure is followed by: Yeast growth tox | Yeast growth tox inhibition % | Yeast eIF2B | Yeast eIF2B mutant toxicity
CNC(=O)NC(=O)CSc1nnc(-c2ccco2)n1Cc1ccccc1
  -1 | 5 | -32 | 5
CC12CC(c3ccccc3O1)C(C(=O)N1CCOCC1)C(=O)N2 (configuration not stated)
  9 | 10 | 20 | 10
CC(C)(C)C(=O)/C=C/Nc1ccccc1O
  19 | -10 | 14 | -10
CCCCOc1ccc(NC(=O)C2CC=CCC2C(=O)O)cc1 (configuration not stated)
  6 | 4 | -4 | 4
O=c1c2ccccc2nnn1CSc1nnc(C2COc3ccccc3O2)n1-c1ccccc1 (configuration not stated)
  27 | -8 | 10 | -8
Cc1ccc2[nH]cc(C(=O)CN3CCN(c4ccccn4)CC3)c2c1
  0 | 13 | 10 | 13
COc1ccc(NC(=O)c2oc3ccccc3c2NC(=O)c2ccco2)c(OC)c1
  7 | -15 | 24 | -15
